# STAT1 blocker: STAT1 signaling inhibitors, primary screen, cell-based, HTS, luciferase reporter | NIH 3T3 STAT1-luciferase reporter, IFN-gamma, luminescence | inhibition, % at 5.5 µM | 0.35% of 200,000 active | AID 920, 2007;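 active means inhibition above a set limit, the mean inhibition across all tested compounds plus 3 SD, cut at about 34% in these data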;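 further: 0% = IFN-gamma with DMSO and 100% = IFN-gamma with 300 µM nifuroxazide; values of inactives mirror those of a sister screen read the other way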
# FLuc inh counter: firefly luciferase enzyme inhibitors, primary screen, artefact control for luciferase-based inhibitor screens, biochemical, luminescence, ATPLite. 10 min. inhibition, % at 10 µM. 1.5% of 200,000 active;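 active means inhibition above about 50% when tested at 10 µM, limit read from the data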
# Target sequence (P08659 whole entry, looked up): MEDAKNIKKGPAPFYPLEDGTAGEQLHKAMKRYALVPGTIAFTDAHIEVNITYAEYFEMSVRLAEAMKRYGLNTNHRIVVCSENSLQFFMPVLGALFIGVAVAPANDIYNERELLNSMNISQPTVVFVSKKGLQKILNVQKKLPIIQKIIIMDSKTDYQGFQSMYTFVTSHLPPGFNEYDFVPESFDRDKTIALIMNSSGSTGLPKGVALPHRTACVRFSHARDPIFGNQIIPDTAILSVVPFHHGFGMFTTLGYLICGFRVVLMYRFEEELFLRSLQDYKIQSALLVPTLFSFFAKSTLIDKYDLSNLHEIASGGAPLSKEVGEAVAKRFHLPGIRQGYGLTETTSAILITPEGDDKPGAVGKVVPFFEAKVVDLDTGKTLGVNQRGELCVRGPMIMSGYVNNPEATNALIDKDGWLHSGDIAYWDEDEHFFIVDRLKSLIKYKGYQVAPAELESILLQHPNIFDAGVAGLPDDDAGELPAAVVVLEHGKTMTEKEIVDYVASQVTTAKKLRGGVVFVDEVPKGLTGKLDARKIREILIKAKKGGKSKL
# STAT3 blocker: IL-6 driven STAT3 reporter inhibitors, primary screen, U3A cells, luciferase, luminescence, MLSCN library | IL-6 STAT3-luciferase reporter; host cell line lacks STAT1 | inhibition, % at 5.5 µM | AID 862, 2007 | 0.89% of 190,000 active;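 active means inhibition above the mean inhibition across all screened compounds plus 3 SD, cut at about 44% in these data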;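 further: 0% = DMSO only wells and 100% = 100 µM nifuroxazide control wells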
# NF-kB neuron act: activators of NF-kB expression in neurons, primary screen, cell-based, HTS. human neuronal cells, NF-kB reporter expression; stronger effect = higher value. fold change at 12.5 µM. 1.6% of 190,000 active; in the data active means fold change above about 3.3
# APP 5'UTR act: activators of APP 5'UTR luciferase reporter, primary screen, SH-SY5Y cells. SH-SY5Y APP 5'UTR luciferase reporter, luminescence; zero percent = DMSO vehicle wells. activation, % at 2 µM. 1% of 190,000 active. AID 1276, 2008;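 active means activation above a set limit, based on mean plus 3 SD of controls, cut at about 140% in these data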; further: values of inactives mirror those of a sister screen read the other way
# FLuc act counter: FLuc activators, initial screening, artefact control for FLuc-dependent activation tests, biochemical, ATPlite luminescence; Luciferin 4-monooxygenase (Photinus pyralis), P08659; ATPlite luciferase biochemical, 10 min; 0 = ATP-free wells, 1 = DMSO control; activation factor at 10 µM; 200,000 tested, under 10 active; AID 1027, 2008;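 active means luciferase activation factor, scaled between plate controls, of at least 2 with compound at 10 µM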
#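 System: cell-free luciferase reagent; medium: PBS as buffer for the ATP substrate; doses: test compounds dosed from 2 mM stocks in 100% DMSO; incubation: 10 min, room temperature; measured by: luminescence from luciferase reaction; read-out: luciferase activation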
# STAT1 act: STAT1 signaling activators, primary screen, cell-based, HTS, luciferase reporter; NIH 3T3 STAT1-luciferase reporter, IFN-gamma, luminescence; 100% = IFN-gamma alone, no compound; activation (% of control), % at 5.5 µM; 2.6% of 200,000 active; AID 932, 2007;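 active means activation above the screen-wide mean activation plus 3 SD, cut at about 130% in these data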;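 further: raw ratio to IFN-gamma control signal so 100% means no change and 0% no light; values of inactives mirror those of a sister screen read the other way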
# ROMK primary: ROMK potassium channel modulators, primary screen, cell-based, thallium flux, MLSMR library | ATP-sensitive inward rectifier potassium channel 1 (Homo sapiens), P48048 | Tet-inducible ROMK, thallium flux fluorescence; actives lie on both sides | B-score at 10 µM | 2% of 130,000 active | AID 1918, 2009;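 active means signal ratio slope over the read window, or its plate-corrected B-score, at least 3 SD from the plate mean, either direction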;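 further: B-score of the F/F0 ratio slope over 7 to 12 s after thallium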
# Target sequence (P48048 whole entry, looked up): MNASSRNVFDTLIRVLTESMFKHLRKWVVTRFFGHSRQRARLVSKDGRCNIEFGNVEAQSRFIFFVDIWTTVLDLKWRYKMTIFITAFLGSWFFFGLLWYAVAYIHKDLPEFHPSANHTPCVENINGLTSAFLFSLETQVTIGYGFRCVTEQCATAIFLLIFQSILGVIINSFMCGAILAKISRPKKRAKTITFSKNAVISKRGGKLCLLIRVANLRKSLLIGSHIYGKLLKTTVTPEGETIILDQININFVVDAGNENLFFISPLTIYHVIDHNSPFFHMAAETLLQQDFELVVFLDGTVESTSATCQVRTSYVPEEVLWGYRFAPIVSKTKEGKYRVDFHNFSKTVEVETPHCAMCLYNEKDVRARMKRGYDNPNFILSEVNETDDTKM
# STAT3 act: IL-6 driven STAT3 reporter potentiators, primary screen, U3A cells, luciferase, luminescence, MLSCN library; IL-6 STAT3-luciferase reporter; 100% = signal with IL-6 EC80 alone; activation (% of control), % at 5.6 µM; 0.91% of 190,000 active; AID 871, 2007;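 active means activation above the screen-wide mean of compound activation plus 3 SD, cut at about 130% in these data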;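 further: 0% = background luminescence of wells with medium and substrate only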
#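 Test system: human U3A cells carrying STAT3-luciferase construct; control set: IL-6-only wells as 100% reference; timing: compound pre-incubation 1 h before IL-6, then 6 h stimulation at 37 °C; also added: IL-6 stimulus at 33 ng/mL final; evaluation: % activation versus median of IL-6-stimulated wells; detection: reporter luminescence signal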
# APP transl inh: inhibitors of APP translation via 5'UTR reporter, primary screen, APP 5'UTR luciferase, SH-SY5Y cells | SH-SY5Y APP 5'UTR-luciferase reporter, luminescence | inhibition, % at 2 µM | AID 1285, 2008 | 0.82% of 190,000 active;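 active means inhibition above a set limit, derived from the sample mean plus 3 SD, cut at about 45% in these data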; further: values of inactives mirror those of a sister screen read the other way
# * hit, by the source's call; . = no result given.
SMILES,STAT1 blocker,FLuc inh counter,STAT3 blocker,NF-kB neuron act,APP 5'UTR act,FLuc act counter,STAT1 act,ROMK primary,STAT3 act,APP transl inh
CCc1nnc(NC(=O)CSc2nnc(-c3cccnc3)n2CC)s1,8,4,-5,1.6,-1,1,93,1.6,101,1
COc1cccc(NC(=O)Nc2nccc(C)n2)c1,33,82*,71*,4.1*,109,0.2,69,-0.29,42,-109
Cc1cccc(OCc2nnc(SCC(=O)Nc3ncc(C)s3)o2)c1,-3,-8,9,1.3,-6,1.1,99,0.81,96,6
O=c1cnnc(Nc2ccc(F)cc2)[nH]1,-5,-8,12,1.3,4,1.1,103,-1.2,99,-4
Cc1cccc(C)c1-n1c(SCC(=O)NCc2ccco2)nc2ccccc2c1=O,-6,-10,0,0.86,1,1.1,105,.,103,-1
COc1cccc(-n2c(SCC(=O)NC3CCCC3)nnc2-c2ccco2)c1,13,-1,11,1.2,-6,1,88,-0.081,93,6
O=C(NCCC1=CCCCC1)C1CCN(S(=O)(=O)c2ccccc2)CC1,7,-6,-5,1.1,10,1.1,94,-0.33,106,-10
CC(C)N(Cc1nc(-c2ccccc2)no1)C(=O)c1ccc2c(c1)OCO2,8,-3,8,1,16,1,92,.,98,-16
COc1ccc(C(=O)OCC(=O)NCc2ccco2)cc1OC,-3,-7,-8,1.1,3,1.1,102,-0.027,110,-4
CCO[C@@H]1OC(C(=O)NCc2nc3ccccc3[nH]2)=C[C@H](c2ccc(C(F)(F)F)cc2)[C@H]1CCCO,7,-7,.,0.98,8,1.1,95,.,.,-8
O=C(COc1nncc2ccccc12)Nc1ccc(Br)cc1F,-4,-3,-7,0.96,0,1,103,0.019,108,0
Cc1cc(-c2csc(N)n2)c(C)n1Cc1ccco1,4,-2,-10,1.2,8,1,97,-0.32,107,-8
Cc1ccc(C2=[N+]([O-])C(C)(C)N(O)C2(C)C)cc1,-4,1,1,1,19,1,104,.,100,-19
Cc1nn(Cc2ccccc2)c(Cl)c1C(=O)OCc1nnc(-c2ccccc2)o1,9,-6,14,1.5,2,1.1,92,.,92,-2
C=CCNC(=O)c1onc(CSc2cc(C)ccc2C)c1C(=O)O,-1,-2,-18,1,9,1,101,.,115,-9
CC1(C)OC(C)(C)/C(=C/Nc2ccccc2)C1=O,5,-9,15,1.2,-5,1.1,95,1.7,89,6
Cc1nc(-c2ccccc2)sc1-c1ccnn1C,-46,57*,16,6.4*,141*,0.4,141*,-1.2,89,-141
O=C(NCC1CCCCC1)c1cccc(S(=O)(=O)NCc2cccnc2)c1,15,-3,-2,1.1,-10,1,87,-0.1,103,10
CC(C)C(C(=O)NCc1ccco1)N(CC1CCCO1)C(=O)CNS(=O)(=O)c1ccccc1 (stereo unspecified),-4,2,1,1.2,-5,1,102,0.16,101,6
CCOc1ncccc1C(=O)OCC(=O)NCCc1ccc(OC)cc1,-3,-10,10,1.2,11,1.1,103,.,97,-11
CCOC(=O)c1c(C)nc(-c2ccccc2)nc1N,-53,24,-57,4*,123,0.8,148*,.,152*,-123
CCOC(=O)COc1cc(=O)n(CC)c2ccccc12,-7,-7,4,1.1,3,1.1,106,.,98,-4
CCCC(=O)Nc1ccc(NC(=O)c2ccco2)c(OC)c1,-19,10,15,2.5,38,0.9,118,0.51,91,-38
COc1cc2c(cc1NC(=S)Nc1cccc(C)c1)oc1ccccc12,2,-7,16,1.9,9,1.1,98,-0.37,91,-9
CC1CCN(C(=S)c2cccc([N+](=O)[O-])c2)CC1,-7,-4,2,1,29,1,104,0.22,102,-29
O=C(NO)c1ccccc1O,2,-6,14,1.2,12,1.1,98,.,90,-12
COc1ccc(-n2c(=O)c3ccccc3n(CC(=O)NC3CCCCC3)c2=O)cc1,-2,-5,2,1.3,6,1.1,102,.,99,-6
Cc1ccc(-n2cccc2/C=C2/NC(=O)N(CC(=O)Nc3cccc(C)c3)C2=O)cc1,-8,-1,-8,1.1,-2,1,107,1.3,109,2
O=C(O)C1CN(c2ncccc2[N+](=O)[O-])C1,3,-6,12,1.2,16,1.1,96,-1.2,94,-16
CC(C)(C)NC(=O)C(c1ccco1)N(C(=O)Cn1nnc(-c2ccc(F)cc2)n1)c1ccccc1F (stereo unspecified),0,-7,0,0.33,-21,1.1,100,.,101,21
CCOC(=O)C1=C(C)OC(N)=C(C#N)C1c1ccoc1 (stereo unspecified),-4,-6,0,0.96,-12,1.1,102,0.061,104,12
O=C(O)c1cc(C(F)(F)F)nc2ccccc12,18,0,4,1.3,-12,1,83,2.2,95,12
O=[N+]([O-])c1ccc(O)c(-c2nc(-c3ccccc3)c(-c3cccs3)[nH]2)c1,7,-7,42,0.42,-3,1.1,94,.,67,3
COc1ccc(N(CC(=O)NCCc2ccc(Cl)cc2)S(=O)(=O)c2c(C)[nH]c(=O)[nH]c2=O)cc1,-3,-4,-6,1.2,5,1,103,0.47,113,-5
COCCNc1nnc(SCC(=O)N2CCN(S(=O)(=O)c3ccccc3)CC2)s1,-5,-7,15,1.2,5,1.1,104,.,96,-5
O=C(CSc1nnc2ccc3ccccc3n12)N1CCOCC1,-14,6,-13,1.1,34,0.9,112,0.028,111,-34
Cc1nn(C)c(Cl)c1S(=O)(=O)N1CCC(CO)(CCc2ccccc2)CC1,1,-4,5,1.2,25,1,97,-1.9,102,-25
COCC(=O)N1CCCC(C(=O)c2ccc(-c3ccccc3)c(F)c2)C1 (stereo unspecified),-2,-6,20,1.3,7,1.1,101,0.85,92,-7
COc1ccc(C2(CNC(=O)c3ccc(OC)c([N+](=O)[O-])c3)CCCCC2)cc1OC,10,-5,-1,0.82,-1,1,91,-0.7,99,1
N#C/C(=C(/O)COC(=O)COc1ccc(Cl)cc1)c1nc2ccccc2[nH]1,1,1,-12,0.89,-3,1,99,-0.049,108,3
Nc1sc2c([n+]1CCCS(=O)(=O)[O-])CCCC2,3,-6,1,0.87,1,1.1,96,.,101,-1
CC(=O)Nc1ccc(S(=O)(=O)N2CCN(c3cc(C)nc4ncnn34)CC2)cc1,9,-5,6,0.98,7,1.1,92,0.38,97,-7
O=C(Nc1ccccc1F)N(CCCN1CCOCC1)Cc1cc2cc3c(cc2[nH]c1=O)OCCO3,-28,-5,-17,1.6,-1,1.1,125,.,120,0
COc1cccc(CNc2nc3nc(C)cc(C)n3n2)c1,-17,-6,6,1.5,16,1.1,116,.,98,-16
CCOC(=O)c1sc2nc(C)nc(SCC(N)=O)c2c1C,2,-6,8,1.4,7,1.1,99,.,94,-7
CCc1ccccc1NC(=S)N1N=CCC1c1ccccc1 (stereo unspecified),-12,-5,-3,1.3,4,1,110,0.72,110,-4
O=C(NC(=S)Nc1cccc2ncccc12)c1ccccc1,4,-3,14,1.1,9,1,94,-0.09,90,-9
CN(C)C(=O)C(=O)c1c(-c2ccccc2)cc2ccccn12,7,-2,12,1,-10,1,86,.,98,10
CN(CC(=O)N1CCN(c2cccc(Cl)c2)CC1)S(=O)(=O)c1cnc[nH]1,4,-8,4,1.1,-3,1.1,96,0.71,105,3
CCC(C)NC(=O)c1c(-c2cc(Cl)c(OC)c(Cl)c2)noc1C (stereo unspecified),-4,-3,-4,1.4,-19,1,104,0.044,103,19
# (further entries)
SMILES,STAT1 blocker,FLuc inh counter,STAT3 blocker,NF-kB neuron act,APP 5'UTR act,FLuc act counter,STAT1 act,ROMK primary,STAT3 act,APP transl inh
COc1ccc(Br)cc1CN(C)CC(=O)Nc1c(Cl)cccc1Cl,-11,-6,0,0.82,18,1.1,110,.,103,-18
COc1ccc(C(=O)c2c[nH]c(C(=O)NCC3CCCO3)c2)cc1 (stereo unspecified),-4,0,2,0.87,2,1,104,.,105,-2
CCOc1ccccc1-c1nc(CN2CCCC2c2nccs2)c(C)o1 (stereo unspecified),-6,0,-13,0.96,7,1,104,0.048,113,-7
COCC(C)NC(=O)c1cccc(Cl)c1 (stereo unspecified),-4,0,1,1.2,8,1,104,.,101,-8
COc1cc(NC(=O)c2cc(-c3cccc(O)c3)on2)cc(OC)c1OC,2,-6,8,0.47,9,1.1,98,.,98,-9
CC(=O)Nc1nnc(Cc2c[nH]c3ccccc23)s1,0,-4,-9,1.4,9,1,99,-0.4,109,-9
O=C(COc1ccc(Cl)cc1)NCc1ccncc1,-6,-5,12,1,5,1.1,103,.,92,-5
COc1ccc(/C=C2\SC(=O)N(CCNC(=O)C3CCN(S(=O)(=O)c4cccs4)CC3)C2=O)cc1,-43,9,-13,1.3,91,0.9,138*,-0.037,108,-91
Cc1ccc(NC(=O)CCC(=O)NNC(=O)Cc2ccccc2)cc1C,1,-5,6,1.1,22,1,100,.,103,-22
Cc1ccc(C(=O)c2c(C)oc3c2C(=O)C(=O)c2ccccc2-3)cc1,6,2,2,0.5,15,1,94,.,102,-15

# Sorted by number of heavy atoms (low to high): some entries from above.
SMILES,STAT1 blocker,FLuc inh counter,STAT3 blocker,NF-kB neuron act,APP 5'UTR act,FLuc act counter,STAT1 act,ROMK primary,STAT3 act,APP transl inh
O=c1cnnc(Nc2ccc(F)cc2)[nH]1,-5,-8,12,1.3,4,1.1,103,-1.2,99,-4
COc1ccc(C(=O)OCC(=O)NCc2ccco2)cc1OC,-3,-7,-8,1.1,3,1.1,102,-0.027,110,-4
COc1cc2c(cc1NC(=S)Nc1cccc(C)c1)oc1ccccc12,2,-7,16,1.9,9,1.1,98,-0.37,91,-9
Cc1nn(C)c(Cl)c1S(=O)(=O)N1CCC(CO)(CCc2ccccc2)CC1,1,-4,5,1.2,25,1,97,-1.9,102,-25

# Continued.
SMILES,STAT1 blocker,FLuc inh counter,STAT3 blocker,NF-kB neuron act,APP 5'UTR act,FLuc act counter,STAT1 act,ROMK primary,STAT3 act,APP transl inh
Cc1ccccc1NC(=O)Cc1cccc(C(F)(F)F)c1,-1,-4,-1,.,-7,1,101,-0.77,106,7
Cc1ccc(C(=O)CSc2nnc(-c3ccco3)n2CC2CCCO2)cc1 (stereo unspecified),-4,-2,4,0.88,1,1,104,-0.42,99,-1
COC(=O)c1c(NC(=O)COC(=O)CCS(=O)(=O)c2ccc(C)cc2)sc(C)c1C,2,-6,0,1.2,-9,1.1,100,0.95,98,9
O=C1c2ccccc2S(=O)(=O)N1CC(O)COc1ccc(Cl)cc1 (stereo unspecified),-11,-1,5,1.3,-5,1,109,0.12,99,5
COc1ccc2cc(C(=O)C3CCCN(C(=O)c4snnc4C)C3)ccc2c1 (stereo unspecified),8,-7,12,0.74,5,1.1,92,-0.97,99,-5
FC(F)(F)c1nnc2ccc(N3CCOCC3)nn12,1,4,-3,0.95,-1,1,99,.,106,1
CC(C)CNS(=O)(=O)c1ccc(CCC(=O)NCc2ccco2)cc1,-5,-5,-2,1.2,16,1,105,.,104,-16

# Bioassay records as filed in PubChem.
